GoLoco inh red: inhibitors of human Gai1-RGS12 GoLoco interaction (red fluorophore) | P63096 | Gai1:RGS12 GoLoco peptide FP, rhodamine, 10 min | Potency, µM (series often up to 61.6 µM), inactives show at the highest dose activity, negative = inhibition, usual class: inhibitors | 230,000 tested, 0.44% active; active = well fitted inhibition curve with a large enough effect, not every such curve was filed as active; inactive = no such curve, though single readings can be large or run the other way; also: % is scaled to controls: 0 for no effect and ±100 for the full control effect; nearly all actives have a fitted effect of over 30% in size; many of its hits are not listed in these tables
Target sequence (P63096 whole entry, looked up): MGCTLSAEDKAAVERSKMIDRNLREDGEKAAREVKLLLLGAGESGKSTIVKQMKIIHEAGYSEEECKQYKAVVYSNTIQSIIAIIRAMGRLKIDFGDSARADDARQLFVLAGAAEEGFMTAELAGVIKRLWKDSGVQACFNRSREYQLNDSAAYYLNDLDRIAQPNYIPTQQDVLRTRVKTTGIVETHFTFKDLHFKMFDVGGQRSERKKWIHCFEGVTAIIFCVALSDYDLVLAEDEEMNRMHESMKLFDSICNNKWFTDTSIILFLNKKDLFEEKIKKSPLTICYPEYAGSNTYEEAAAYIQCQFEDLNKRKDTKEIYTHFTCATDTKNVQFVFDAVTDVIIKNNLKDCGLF
IMPase Li cell: cell-permeable IMPase inhibitors with lithium potentiation. CHO-M1 cells, IP1 TR-FRET (IP-One), carbachol + lithium. Potency, µM (titrated, usually from 59.4 µM), inactives show top-dose activity, negative = IMPase inhibition, actives largely listed as inhibitors. 210,000 tested, 0.35% active;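 also: IP1 builds up when IMPase is blocked and the TR-FRET signal falls; plate controls were basal vehicle for no effect and high inhibitor control for full effect; nearly all actives have a fitted effect of over 50% in size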
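IP1 accumulation measured by competitive TR-FRET in lysed CHO-M1 cells after 30 min compound exposure at 37C, with a small lithium addition to potentiate weak responses. Hill-equation AC50 from ratio and donor-channel data.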
HTT cytoprotect: Huntington cell model cytoprotection by ATP luminescence. 230,000 tested, 0.14% active. PC12 HTT-Q103 induced, cytoprotection, ATP luminescence, 40 h. Potency, µM (highest dose often 56.4 µM), for the others: cytoprotection (ATP increase), most hits filed as activators;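 also: % of control where 0% means no effect; nearly all actives have a fitted effect of over 45% in size; toxic huntingtin expression switched on by the ecdysone agonist tebufenozide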
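PC12 cells with ecdysone-inducible HTT exon 1 Q103-GFP, induced with 100 nM tebufenozide and co-treated with library compounds in a dose series (1536-well, 1500 cells/well). Cytoprotection read as ATP content by ATPlite luminescence.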
GAA inh: inhibitors of human lysosomal alpha-glucosidase. Potency, µM (series often up to 76.9 µM), for the others: top-dose activity change, negative = inhibition, hits mostly inhibitors. 200,000 tested, 0.005% active. AID 1466. purified human GAA, 4-MU-alpha-glucoside fluorescence;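 also: plate controls were uninhibited enzyme wells for no effect and no-enzyme background for full effect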
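Human enzyme at 4 nM with 400 uM 4-methylumbelliferyl-alpha-D-pyranoside, citrate/phosphate buffer pH 5.0, 0.005% Tween-20, 20 min at room temperature. Compounds up to 77 uM. 4-MU fluorescence (Ex 365/Em 440) read after NaOH/glycine stop; AC50 from Hill fit.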
GAA glycogen mod: alters human alpha-glucosidase cleavage of glycogen; P10253; recombinant GAA, glycogen substrate, Amplex Red glucose oxidase fluorescence; Potency, µM (highest dose often 76.4 µM), for the others: at the highest dose activity change, negative = inhibition, actives largely listed as inhibitors; 300,000 tested, 0.38% active; AID 2100;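 also: 0% = full enzyme reaction and -100% = no-enzyme basal signal; the screen sought inhibitors and activators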
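qHTS, 1536-well; enzyme 4 nM final; cpd up to 77 uM; substrate bovine liver glycogen 30 ug; 50 mM citrate/phosphate pH 5.0, 0.01% Tween-20; 37 C, 40 min; Amplex Red detection 45 min RT; Hill fit → AC50.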
aGlu spleen mod: lysosomal alpha-glucosidase (human) modulation | P10253 | human spleen homogenate, 4-MU-alpha-glucoside fluorescence | Potency, µM (top dose mostly 79.9 µM), for the others: at the top dose activity change, negative = inhibition, most hits filed as inhibitors | 240,000 tested, 0.006% active;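 also: 0% = enzyme with vehicle and -100% = no enzyme basal signal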
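Human spleen homogenate (1 ug) incubated with compounds and 1 mM 4-methylumbelliferyl-alpha-D-glucopyranoside in pH 5.0 citrate/phosphate buffer, 37 C, 40 min. Stopped at pH 10; 4-MU fluorescence (Ex 365/Em 440 nm); AC50 by Hill fit.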
HTT aggregate: inhibitors of mutant huntingtin aggregate formation in PC12 cells; PC12 HttQ103-GFP aggregates, Acumen cytometry, 40 h; Potency, µM (top dose mostly 46.1 µM), inactives show top-dose activity change, negative = inhibition, actives largely listed as inhibitors; 220,000 tested, 1.1% active; also: % is scaled to controls: 0 for no effect and ±100 for the full control effect; nearly all actives have a fitted effect of over 60% in size
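Compounds (qHTS titration) were added to PC12 cells expressing an ecdysone-driven HTT exon 1 Q103–GFP fusion after induction with 100 nM tebufenozide. Aggregate formation was measured as GFP objects in cell lysates.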
The depositor's hits bear a star; u = inconclusive; x = not tested or not shown; [ ] = remark or other dose. Unless noted, calls follow the shape of the dose curve; as a rule, active = well fitted curve in the direction sought with a large enough effect; inconclusive = small, poorly fitted or top-dose-only effect, or another doubt; inactive = no such curve, though single readings can be large; an effect the other way counts as inactive or inconclusive. Potency is read from the fitted curve at half-maximal effect.

#	structure	GoLoco inh red	IMPase Li cell	HTT cytoprotect	GAA inh	GAA glycogen mod	aGlu spleen mod	HTT aggregate
1	COc1ccc(-n2c(Cc3cccn3C)nnc2SCC(=O)Nc2cccc(F)c2)cc1	4%	3%	14%[10 µM]	0%	1%	-1%	1%
2	CCOC(=O)N1CCC(NC(=O)c2cc(C(=O)Nc3ccc(S(=O)(=O)N4CCCCC4)cc3)ccc2CO)CC1	-1%	4%	-13%	-14%	8%	-3%	21%
3	O=C(Nc1ncc([N+](=O)[O-])s1)C1CCN(S(=O)(=O)c2cnc[nH]2)CC1	2%	-1%	10%[10 µM]	u	2%	-14%	28%
4	Cc1nnc(Nc2ccccn2)c2ccccc12	-2%	7%	-20%[10 µM]	-4%	-1%	-11%	-2%
5	CCN(C(=O)CSc1nc2cc(Cl)ccc2c(=O)n1Cc1ccco1)C1CCS(=O)(=O)C1 (centres undefined)	10%	17%	2.8µM*	-6%	4%	-16%	25%
6	COc1ccc(CC(=O)O/N=C(\N)Cc2ccc(OC)c(OC)c2)cc1	-11%	44%[activator][38.3 µM]	-21%	0%	-15%	u	-15%
7	Cc1cccc(NC(=S)NCc2cccn2C)c1	0%	10%[38.3 µM]	3%	-2%	-19%	-2%	10%[9.22 µM]
8	COc1ccc(/C=C2\CCCC3C2=NN(C(=O)c2ccco2)C3c2ccc(OC)c(OC)c2)cc1OC (centres undefined)	4%	-2%[38.3 µM]	-71%[inhibitor]	u	9%	2%	-2%
9	O=C1CSC(c2ccccn2)N1c1ccc(Cl)c(Cl)c1 (centres undefined)	3%	10%[38.3 µM]	8%	u	-3%	-3%	-21%
10	O=C(NCc1cccnc1)c1ccc(-c2cccc(Cl)c2Cl)o1	16%	-2%	7%[10 µM]	u	-19%	-12%	3%[9.22 µM]
11	COc1ccc(CN(Cc2cccnc2)S(=O)(=O)c2ccc(-n3cnnn3)c(C)c2)cc1OC	1%	-11%[38.3 µM]	-21%[10 µM]	0%	6%	-6%	-7%
12	O=C(OCC(=O)c1c[nH]c2ccccc12)c1cc(Br)ccc1O	-6%	12%	-3%	5%	2%	4%	-3%
13	O=C(c1cccc(S(=O)(=O)N2CCc3ccccc3C2)c1)N1CCN(c2ccccc2)CC1	6%	9%	14%[10 µM]	-10%	-4%	-3%	4%
14	CCCC(C)c1nnc(NC(=O)C2CCCO2)s1 (centres undefined)	-8%	50%[activator][38.3 µM]	3%	0%	-47%	-3%	-14%
15	NC(N)=NC[C@@H]1CCCCCCN1	2%[14.2 µM]	-2%	-11%[10 µM]	x	x	x	x
16	CCc1nc2cc(CC(=O)O)ccc2o1	-9%	8%[38.3 µM]	8%	4%	u	-8%	9%
17	COc1cccc(Nc2ncc3nc(CCc4ccccc4)c(=O)n(C4CC4)c3n2)c1	9%	-12%	-58%[inhibitor]	x	x	10%	x
18	NC(=O)c1ccc(NC(=O)COC(=O)C(Cc2ccccc2)NC(=O)c2ccccc2)cc1 (centres undefined)	19%	-3%	-5%	6%	18%	6%	2%[9.22 µM]
19	CC1CCN(C(=O)C2CCN(CCCc3ccccc3)CC2)CC1	1%	-11%[38.3 µM]	-16%[10 µM]	0%	-3%	1%	-18%
20	Cc1nc2c(c(C)nn2-c2ccccc2)c(C)c1Cl	6%	-4%	1%[10 µM]	7%	2%	-1%	-8%
21	C#CCn1cc(C=C2C(=O)c3ccccc3C2=O)c2ccccc21	-48%	2%	16%[10 µM]	0%	-2%	2%	2%
22	NC(Cc1ccc(O)c([N+](=O)[O-])c1)C(=O)O (centres undefined)	-7%	-2%	-55%[inhibitor][10 µM]	0%	3%	4%	-5%
23	O=C(O)[C@@H](c1ccccc1)N1Cc2ccccc2C1=O	3%	2%[38.3 µM]	-16%	-9%[15.4 µM]	2%	-2%	14%
24	CNS(=O)(=O)c1cccc2cccnc12	2%	1%[38.3 µM]	-6%	1%[15.4 µM]	-1%	5%	22%
25	COCCOC(=O)c1c(C)oc2ccc(OC(=O)c3cccs3)cc12	-4%	-13%[38.3 µM]	-14%	-1%	0%	-3%	-10%
26	C#CCOCCOCCOCCNc1nc(N2CCN(C(=O)[C@H]([C@@H](C)CC)n3cc([C@@H](N)CO)nn3)CC2)nc(N2CCN(C(=O)[C@H](CCCCN)n3cc([C@@H](N)C(C)CC)nn3)CC2)n1 (some centres undefined)	4%	-3%	-1%[10 µM]	x	13%	-17%	2%[9.22 µM]
27	CN(C)CCNC(=O)/C(=C/c1ccc(-c2cccc([N+](=O)[O-])c2)o1)NC(=O)c1ccccc1	12%	16%	1%[10 µM]	u	-6%	-1%	-30%
28	CCc1cc(C(c2cccc(OC)c2)N2CCOCC2)c(NC(=O)c2ccccc2)s1 (centres undefined)	-2%	16%[38.3 µM]	-40%[inhibitor]	-6%	-13%	1%	4%
29	COc1ccc2cc(C3NC(=O)c4ccccc4N3)c(Cl)nc2c1 (centres undefined)	5%	-3%	-33%	-14%	24%	-7%	-1%
30	CCOC(=O)c1ccc(NC(=O)COc2ccccc2CNC2CCCC2)cc1	6%	14%	-10%	9%	22%	-2%	16%

Limited to GAA glycogen mod, aGlu spleen mod and GoLoco inh red (2 entries from above):
no.	Compound	GAA glycogen mod	aGlu spleen mod	GoLoco inh red
10	O=C(NCc1cccnc1)c1ccc(-c2cccc(Cl)c2Cl)o1	-19%	-12%	16%
11	COc1ccc(CN(Cc2cccnc2)S(=O)(=O)c2ccc(-n3cnnn3)c(C)c2)cc1OC	6%	-6%	1%

(further entries)
#	structure	GoLoco inh red	IMPase Li cell	HTT cytoprotect	GAA inh	GAA glycogen mod	aGlu spleen mod	HTT aggregate
31	Cn1c(SCCCC(=O)c2ccc(F)cc2)nnc1-c1ccncc1	12%	8%[38.3 µM]	0%	-3%	10%	-2%	-6%
32	COc1ccc(/C=C(/C#N)C(=O)Nc2ccc(C)cc2C)cc1C(=O)O	6%	-11%	18%[10 µM]	5%	2%	-7%	-2%
33	CC(C)NS(=O)(=O)c1ccc(CCC(=O)N2CCc3ccccc3C2)cc1	-5%	-2%	-2%	u	-4%	8%	6%
34	O=C(Nc1ccc(Oc2cccnc2)cc1)c1ccc([N+](=O)[O-])cc1	-6%	8%	x	-4%	-8%	-6%	30%
35	Cc1ccccc1Cc1c(C)nc2ncnn2c1C	1%	4%[38.3 µM]	-4%	-3%	3%	-9%	-7%
36	CCOc1ccc(S(=O)(=O)Nc2ccncc2)c(C)c1C	0%	0%	-3%	0%	5%	5%	1%
37	CC(=O)NC1(c2ccc(F)cc2)CCN(C(=O)Nc2ccc(F)cc2F)CC1	19%	-10%[38.3 µM]	-97%[inhibitor][10 µM]	8%	0%	-10%	3.2µM*
38	CCCNc1nc2c(c(=O)n(C)c(=O)n2C)n1CCc1ccccc1	7%	-10%[38.3 µM]	-37%	-5%	-4%	-2%	u
39	O=C(c1cc2nc(C3CC3)cc(C(F)F)n2n1)N1CCOCC1	12%	22%[38.3 µM]	-11%[0.074 µM]	-4%	12%	2%	8%
40	O=S(=O)(NCC(Nc1ccccc1)c1ccccc1)c1ccc(Cl)cc1 (centres undefined)	1%	-4%	-33%[10 µM]	-17%	-8%	2%	-4%
41	Cc1nn(-c2ccccc2)c(C)c1[N+](=O)[O-]	10%	6%	-2%	-9%	0%	2%	-9%
42	CCCCN(C(=O)c1ccco1)c1nnc(-c2cc(OC)c(OC)c(OC)c2)s1	-1%	-13%[38.3 µM]	-21%[10 µM]	7%	3%	-10%	-11%
43	COc1ccc(C(C)(C)C)cc1NC(=O)c1c(C)noc1C	1%	25%[38.3 µM]	0%	-1%	4%	-8%	0.56µM*
44	CCc1ccc(OCC(=O)NC(=S)Nc2cccc(CO)c2)c(Br)c1	12%	25%[38.3 µM]	12%	u	-6%	0%	-2%
45	O=C1/C(=C/N(C(=O)c2ccco2)c2ccc(Cl)cc2)Sc2ccccc21	37%[activator]	5%	x	3%	5%	-14%	16%
46	CCNc1sc(C(=O)OCC)c(N)c1C#N	12%	-2%	3%	1%	7%	-19%	-15%
47	CCn1c(C(Cc2ccccc2)NC(=O)COC)nc2ccccc21 (centres undefined)	2%	25%[38.3 µM]	3%[10 µM]	4%	5%	-5%	-21%
48	Cn1c(=O)c(NC(=O)c2ccccc2)c2n(c1=S)CCCCC2	9%	16%[38.3 µM]	18%[10 µM]	-2%	-2%	-8%	3%
49	CC(C)(O)c1cc(=O)sc2nc3ccccc3n12	-2%	1%	-17%[10 µM]	2%	-4%	-1%	-3%
50	O=c1c(-n2cncn2)c[nH]n1-c1cccc(Cl)n1	2%	3%	u	-5%	-3%	0%	8%
51	CC(C)Cc1nc2sc3c(NCc4ccco4)ncnc3c2c2c1COC(C)(C)C2	8%	12%	12%[10 µM]	2%	4%	-3%	7%
52	Cc1cccc(Nc2nnc(-c3ccc(C(=O)N4C[C@H]5C[C@H](C4)c4cccc(=O)n4C5)cc3)c3ccccc23)c1	9%	-2%[38.3 µM]	-4%	-3%	-1%	0%	-12%
53	CSc1nnc(-c2cccc(C)c2)n1N	16%	10%[38.3 µM]	5%	-2%	-4%	-3%	7%
54	O=C(/C=C/c1ccco1)N1CCN(c2ccccc2)CC1	-9%	5%	-10%[0.074 µM]	u	0%	-3%	0%
55	CCC1=[N+](C)c2cccc3cccc(c23)N1C	-9%	12%	-3%	3%	6%	3%	13%
56	CCOC(=O)N1CCc2c(sc(NC(=O)CN3CCOCC3)c2C(=O)Nc2ccccc2)C1	9%	10%	5%	-2%	-6%	-1%	-2%
57	COc1ccc(CNC(=O)CN(C2CCCCC2)S(C)(=O)=O)cc1	2%	7%	-2%[0.074 µM]	-4%	-1%	0%	5%
58	Cc1cc(CN2CCOCC2)c(O)c(C2(C)CCCCC2)c1	5%	25%[38.3 µM]	-14%	-4%	-13%	-7%	-24%
59	COc1ccccc1N(C(=O)Cn1nnc2ccccc21)C(C(=O)NCc1ccco1)c1ccc(C)o1 (centres undefined)	-1%	18%[38.3 µM]	2%[10 µM]	4%	-3%	-16%	25%
60	c1ccc(OCCOc2ccccc2-c2nnco2)cc1	-9%	-5%[38.3 µM]	-17%[10 µM]	-9%	-2%	3%	4%
61	O=C(NC1CCCCC1)C(c1ccc(F)cc1)N(Cc1ccc2c(c1)OCO2)C(=O)c1cnsn1 (centres undefined)	5%	18%	14%[1.9 µM]	-2%	-4%	-3%	-10%

Screens from PubChem BioAssay.

This is a subset; the hit share may differ from the screen's.
